# PMI inhibitors – MPI enzyme activity inhibition – biochemical, fluorescence intensity, coupled assay, primary screen (AID 1209). purified PMI enzyme, coupled fluorescence intensity; higher % means a stronger effect. actives 0.42% (n = 190,000). inhibition, % at 20 µM; hits with a dose series show IC50 in µM;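 also: plate controls were DMSO vehicle for no effect and wells lacking substrate for full effect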
# XIAP displacement – XIAP antagonists, biochemical, IAP family, fluorescence polarization (AID 1018); XIAP BIR domain, fluorescence polarization peptide displacement; higher % means a stronger effect; actives 0.007% (n = 200,000); displacement, % at 20 µM, or IC50 in µM where a hit was titrated; in the data active = displacement above about 50%; also: a part of the inactive calls stands beside numbers as strong as those of hits
# WT yeast gro inh – growth inhibition of WT yeast, mitochondrial fusion screen; inhibition, % at 10 µM; mitochondrial fusion phenotypic screen, WT strain; actives 2.1% (n = 190,000); in the data active = inhibition above about 58%; tested in S. cerevisiae
# RSV CPE inhibition – RSV antiviral activity via CPE protection, HEp-2 cells, primary 10 µM value included (AID 2391) | HEp-2 cells, RSV-induced CPE inhibition; higher % means a stronger effect | one-dose CPE inhibition, % at 10 µM; IC50 in µM for titrated hits | actives 0.13% (n = 310,000); in the data active = a potency from the dose series; inconclusive = CPE inhibition mostly from about 23% at the one dose, without a potency; inactive = the rest, 99 in 100 with CPE inhibition below about 21%; also: strong numbers were not always called active
# Myeloid diff MLP – promotes myeloid progenitor differentiation; ER-HoxA9 myeloid progenitors, lysozyme-GFP differentiation, flow cytometry; calls only at 10 µM; actives 1% (n = 360,000);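 active = normalized GFP-positive differentiation at or above the plate's own cutoff, the solvent-only control mean plus 3 SD; inconclusive = no clear call, values can overlap the other calls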;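 also: cells exposed to compound for four days before flow analysis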
# PMI inhibition – human PMI inhibitors, high substrate, primary screen, biochemical, fluorescence intensity, high mannose 6-phosphate (AID 1220) | actives 0.66% (n = 190,000) | inhibition, % at 20 µM; hits with a dose series show IC50 in µM | recombinant PMI enzyme, coupled fluorescence intensity; higher % means a stronger effect
# TNAP activation fold – stimulation of alkaline phosphatase TNAP activity – biochemical, luminescent, no phosphate acceptor, uHTS, primary screen (AID 1001). actives 0.03% (n = 200,000). one-dose activation fold at 20 µM; EC50 in µM for titrated hits. purified TNAP, luminescent activation assay, no phosphate acceptor; higher activation fold means a stronger effect; in the data active = activation fold from about 3, or a potency from the dose series; inactive = the rest, 99 in 100 with activation fold below about 1.6; also: many of its hits are not listed in these tables
# Siah-1 displacement – Siah-1 peptide-binding antagonists, primary screen, biochemical, fluorescence polarization, rhodamine-plectin, uHTS (AID 1817); Siah-1 / rhodamine-plectin peptide fluorescence polarization; higher % means a stronger effect; displacement, % at 20 µM, or IC50 in µM where a hit was titrated; actives 0.02% (n = 290,000);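 active = displacement of at least 50% at 20 µM, with a fluorescence ratio check between 0.3 and a set limit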;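 also: plate controls were Siah plus tracer with DMSO for no effect and tracer alone without Siah for full effect; strong numbers were not always called active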
# Salmonella PhoP GFP – PhoP-dependent GFP reporter repression – Salmonella Typhimurium, primary screen (AID 1863); actives 0.16% (n = 300,000); inhibition, % at 50 µM, or IC50 in µM where a hit was titrated; S. Typhimurium PhoP-regulated promoter GFP reporter, 4 h; higher % means a stronger effect;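 active = inhibition over 29.93%, a cutoff 3 SD above the screen mean, later confirmed by dose response; inconclusive = inhibition over 29.93% but no dose response follow-up; inactive = inhibition at most 29.93% or unconfirmed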;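 also: 0% = low Mg2+ inducing control and 100% = high Mg2+ repressing control; strong numbers were not always called active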
# WT yeast gro inh mutant strain – further read-out of WT yeast gro inh, marked with its call; inhibition, %; mitochondrial fusion phenotypic screen, mutant strain inhibition
# Myeloid diff MLP GFP+ MAC1+ % – also measured in Myeloid diff MLP; calls as there; GFP+ MAC1+ double positive, %; measured here: differentiation confirmed by MAC1 staining
# An asterisk follows results filed as active; i = inactive; u = inconclusive; x = no result given; + = active, no number. Rule as the data show it, unless noted: active = inhibition above about 50%; inactive = the rest. This is a random part of the collection; overall some 3.1% were active at least once.
# The line under a structure holds: PMI inhibitors	XIAP displacement	WT yeast gro inh	WT yeast gro inh mutant strain	RSV CPE inhibition	Myeloid diff MLP	Myeloid diff MLP GFP+ MAC1+ %	PMI inhibition	TNAP activation fold	Siah-1 displacement	Salmonella PhoP GFP
1) COc1ccc(-c2sc(Nc3ccccc3)n[n+]2-c2ccc(F)cc2)c(OC)c1OC
 : x	x	x	x	0.8%	i	0.4	x	x	0%	8%
2) COCCN1C(=O)/C(=C/c2cc3c(cc2Br)OCO3)NC1=S
 : 11%	-2.5%	16	-3	-1.9%	i	0.1	10%	0.9	9%	-6%
3) CCOC(=O)N1CCN(C(=O)c2ccccc2NC(=O)c2ccc(F)cc2)CC1
 : 4%	1.6%	8	-8	1.5%	i	0.2	11%	1.2	1%	0%
4) Cc1cccc(C)c1NC(=O)CCCCCNS(=O)(=O)c1ccccc1
 : 7%	-18%	4	-1	0.7%	i	0.1	7%	1.1	0%	-6%
5) CC(CNCc1ccc2c(c1)OCO2)NCc1ccc2c(c1)OCO2 (stereo not given)
 : 6%	-6.8%	15	12	-1.3%	i	1.6	9%	1.1	2%	0%
6) CC(C)c1ccc(C2CC(=O)N3CN(C)CSC3=C2C#N)cc1 (stereo not given)
 : 41%	-3.5%	12	2	2.2%	i	4.3	29%	1.1	4%	3%
7) CC(C)(C)OC(=O)[C@H](Cc1ccccc1)NC(=O)c1[nH]cnc1C(=O)Nc1cccc(Cl)c1
 : x	x	x	x	-4.7%	i	1.3	x	x	2%	0%
8) Cc1cc(C)c2nc(NC(=O)c3ccc4c(=O)n5c(nc4c3)CCCCC5)sc2c1
 : 16%	-2.6%	-8	14	2.0%	i	0.1	3%	1	8%	-8%
9) CCN1CCN(c2cc(C)c3cc(NC(=O)c4ccc(Br)o4)ccc3n2)CC1
 : -2%	-1.7%	-2	-5	0.6%	i	0.5	-5%	1	0%	-6%
10) CC(=O)N1c2ccc(S(=O)(=O)NC(CC(=O)O)c3ccc(Br)cc3)cc2CC1C (stereo not given)
 : x	x	x	x	-0.4%	i	0.0	x	x	0%	-12%
11) CCOC(=O)C1CCN(C(c2cccc(OC)c2)c2sc3nc(C)nn3c2O)CC1 (stereo not given)
 : 11%	-1.5%	1	-1	0.5%	i	2.1	11%	1.1	6%	12%
12) Cc1cc(C)c(C(=O)C(C)OC(=O)C2=COCCO2)cc1C (stereo not given)
 : x	x	x	x	2.5%	i	3.1	x	x	6%	0%
13) CCOC(=O)c1cnn(-c2nc(-c3ccc(C)cc3)cs2)c1C(F)(F)F
 : 13%	0.7%	50	-37	1.2%	i	1.6	11%	1.1	-1%	-10%
14) COc1ccc(NC(=O)CN(C)S(=O)(=O)c2ccc(Br)s2)cc1
 : x	x	x	x	3.1%	u	x	x	x	-2%	-7%
15) CNS(=O)(=O)c1ccc2c(c1)NC(=O)C1CCCN21 (stereo not given)
 : -21%	-7.3%	4	2	1.6%	i	0.8	-33%	1.2	2%	6%
16) COc1ccc(CC(NC(C)=O)C(=O)NC2CCN(C(=O)Nc3ccccc3Cl)CC2)cc1OC (stereo not given)
 : 7%	-2.5%	1	-4	0.2%	i	0.7	1%	1.1	6%	-4%
17) Cc1cc(=O)n(-c2ccc3ccccc3n2)[nH]1
 : -31%	-0.9%	1	9	2.2%	i	1.6	-46%	1	-6%	6%
18) O=C(Cn1c(=O)oc2cc(S(=O)(=O)N3CCCCC3)ccc21)N1CCc2ccccc2C1
 : -2%	-5.2%	8	5	0.7%	i	2.6	3%	1.1	2%	-1%
19) O=c1[nH]c2ccccc2nc1Cc1ccccc1
 : -15%	-6.0%	19	24	0.2%	i	0.8	-4%	1.1	0%	1%
20) Cc1cccc2cc(COC(=O)c3ccccc3)c(=O)[nH]c12
 : -4%	-5.9%	22	31	4.5%	i	0.5	12%	1.1	-2%	9%
21) Oc1c(C(c2cccs2)N2CCC3(CC2)OCCO3)sc2ncnn12 (stereo not given)
 : -9%	-1.7%	-1	-12	0.1%	i	2.6	-10%	1.1	-1%	-10%
22) CC(Oc1ccccc1)C(=O)NN1Cc2ccccc2C1=N (stereo not given)
 : -9%	-6.5%	12	-22	-1.4%	i	0.3	-10%	0.9	1%	-4%
23) Cc1ccc(SCCC(=O)OCC(=O)Nc2ncc(Cl)cc2Cl)cc1
 : 3%	-2.7%	2	3	1.0%	i	6.3	0%	1.1	-2%	-15%
24) Cc1cc(=O)oc2cc(OCCc3ccccc3)ccc12
 : x	x	x	x	50%	i	0.1	x	x	1%	-6%
25) Brc1ccc(-c2csc3[n+]2CCCCC3)cc1
 : 8%	-8.3%	3	8	-0.7%	+	3.0*	17%	1	-5%	-5%
26) CCOC(=O)c1oc2ccccc2c1NC(=O)COc1ccc(F)cc1
 : 8%	-10%	-4	-23	1.8%	i	4.7	-2%	1	-4%	-18%
27) CCn1c2ccccc2c2n[nH]c(=S)nc21
 : x	x	x	x	-4.0%	i	1.0	x	x	3%	-2%
28) COc1cc(/C=N\NC(=O)c2ccc(-c3ccccc3)cc2)cc(Br)c1O
 : x	x	x	x	3.6%	i	1.1	x	x	7%	-9%
29) CC1(C)CC(=O)C=C(NCCO)C1
 : -1%	0.2%	-7	-9	5.3%	i	1.2	0%	1.1	2%	15%
30) Cc1ccc(S(=O)(=O)Oc2ccccc2/C=N/NC(=O)c2nn(C)cc2[N+](=O)[O-])cc1
 : 11%	-6.8%	-7	10	12%	i	0.9	10%	1.2	1%	-2%
31) COc1ccccc1C1C2=C(N=c3s/c(=C/c4cccc(OCC(=O)O)c4)c(=O)n31)c1ccccc1CC2 (stereo not given)
 : -34%	-6.7%	11	-3	18%	i	1.0	-47%	1	4%	6%
32) Cc1cc2c(ncn2Cc2ccccc2)c(NS(C)(=O)=O)c1C
 : -2%	-5.6%	0	2	1.7%	i	0.9	-3%	0.9	-6%	-1%
33) Clc1cccc(OCCCCCN2CCOCC2)c1
 : x	x	x	x	-1.1%	i	1.0	x	x	1%	-3%
34) O=C(CSCC(=O)N1CCCCC1)Nc1nc(-c2cccs2)cs1
 : 5%	-2.6%	-1	-5	0.8%	i	1.4	6%	1.1	-5%	-2%
35) CCCCN(C(=O)CCC(=O)O)C1CC(=O)N(c2ccc(OCCC)cc2)C1=O (stereo not given)
 : 15%	-2.0%	-13	-7	0.6%	i	1.1	11%	1.2	3%	0%
36) CCCCCn1c(=O)[nH]c2cc(C(=O)NCCCN3CCC(C)CC3)ccc2c1=O
 : 9%	-11%	13	-1	-1.3%	i	0.7	15%	1	0%	-4%
37) COc1cc(NC(=O)c2cccs2)c(OC)cc1NC(=O)CCn1nnc2ccccc21
 : 4%	0.2%	-1	-17	-1.6%	i	4.1	2%	1.1	-5%	-16%
38) Cc1c(C(=O)N2CC(C)OC(C)C2)oc2ccccc12 (stereo not given)
 : 7%	3.3%	-5	-2	0.9%	i	3.7	3%	1.1	3%	0%
39) O=C(CCCN1C(=O)c2cccc3cccc(c23)C1=O)N1CCN(c2ncccn2)CC1
 : 2%	-7.3%	-4	6	1.6%	i	0.0	10%	1	-2%	-2%
40) O=C(CN1C(=O)NC2(CCc3ccccc32)C1=O)NCC(F)(F)F (stereo not given)
 : x	x	x	x	0.7%	i	0.7	x	x	5%	-6%
41) O=C(NCc1cccs1)c1cccc(Nc2nc3ccc(Br)cc3[nH]2)c1
 : 15%	-4.7%	-15	-24	2.0%	i	1.3	13%	1.1	-7%	32%
42) O=C(Nc1ccc(O)cc1)c1ccc2c(c1)C(=O)N(Cc1ccco1)C2=O
 : -2%	-0.2%	-5	8	2.1%	i	0.6	6%	1.1	9%	-11%
43) CCc1ccc(OCC(=O)OCC(=O)c2c(N)n(C)c(=O)n(C)c2=O)cc1
 : 3%	-6.5%	-11	-10	2.1%	i	0.1	10%	1.1	2%	-2%
44) Cn1c2ccccc2c2ncn(CCN3CCOCC3)c(=O)c21
 : 11%	-5.3%	-1	5	1.7%	i	0.6	6%	1.1	2%	25%
45) CCOC(=O)CSc1nnc(CNC(=O)c2cccc(C)c2)n1-c1ccccc1OC
 : 0%	-0.8%	35	33	2.8%	i	0.9	-4%	1.1	2%	-13%

# An excerpt of these results, in transposed form.
[31] COc1ccccc1C1C2=C(N=c3s/c(=C/c4cccc(OCC(=O)O)c4)c(=O)n31)c1ccccc1CC2 (stereo not given)
[32] Cc1cc2c(ncn2Cc2ccccc2)c(NS(C)(=O)=O)c1C
[33] Clc1cccc(OCCCCCN2CCOCC2)c1

compound no.	31	32	33
PMI inhibitors	-34%	-2%	x
XIAP displacement	-6.7%	-5.6%	x
WT yeast gro inh	11	0	x
WT yeast gro inh mutant strain	-3	2	x
RSV CPE inhibition	18%	1.7%	-1.1%
Myeloid diff MLP	i	i	i
Myeloid diff MLP GFP+ MAC1+ %	1.0	0.9	1.0
PMI inhibition	-47%	-3%	x
TNAP activation fold	1	0.9	x
Siah-1 displacement	4%	-6%	1%
Salmonella PhoP GFP	6%	-1%	-3%

# The list goes on:
# The line under a structure holds: PMI inhibitors	XIAP displacement	WT yeast gro inh	WT yeast gro inh mutant strain	RSV CPE inhibition	Myeloid diff MLP	Myeloid diff MLP GFP+ MAC1+ %	PMI inhibition	TNAP activation fold	Siah-1 displacement	Salmonella PhoP GFP
46) Cc1csc(NC(=O)CSc2nncc(=O)n2N)n1
 : 2%	-4.8%	11	4	1.7%	i	0.3	0%	1.1	17%	3%
47) CC1CCN(C(=O)Cn2c(=O)n(Cc3ccc4c(c3)OCO4)c(=O)c3ccccc32)CC1
 : 11%	-0.1%	-2	13	0.7%	i	0.0	10%	1	0%	4%
48) CSC1=NCCN1C(=O)c1ccc(S(=O)(=O)N2CCCCC2)cc1
 : 9%	-10%	-2	-1	1.8%	i	1.2	13%	1.1	-4%	2%
49) O=C(N/N=C/c1cccc(F)c1)c1c(O)c2c([nH]c1=O)CCCC2
 : 1%	-8.6%	5	14	0.3%	i	1.3	-3%	1.1	4%	9%
50) COc1ccc(NC(=O)CO/N=C(\C)c2cccs2)cc1
 : -8%	-1.8%	-9	-22	7.0%	i	0.5	-9%	1	-1%	2%
51) CSCC[C@H](NC(=O)OC(C)(C)C)c1nnc(SCC=C(C)C)o1
 : -3%	-8.3%	-1	-1	0.8%	i	2.1	3%	1.1	7%	9%
52) O=C(O)c1ccc(C2NCC(c3ccccc3Cl)c3c2[nH]c2ccccc32)cc1 (stereo not given)
 : -15%	-3.2%	-4	3	5.6%	i	0.5	-6%	1.1	-3%	-3%
53) Cc1ccc(S(=O)(=O)N(CC(=O)NCc2ccco2)Cc2ccc(F)cc2)cc1
 : -3%	-2.0%	23	12	0.0%	i	1.1	-3%	1.1	-2%	11%
54) COC(CNS(=O)(=O)c1ccc(S(=O)(=O)NC2CC2)cc1)OC
 : x	x	x	x	0.5%	i	1.0	x	x	0%	6%
55) COc1cccc(N(CC(=O)N2CCN(c3ccccc3OC)CC2)S(C)(=O)=O)c1
 : 0%	-3.9%	-7	-3	5.9%	i	0.8	-2%	1.1	0%	-9%
56) COc1cccc(CC(=O)NNC(=O)c2ccc3c(c2)OCO3)c1
 : x	x	x	x	0.2%	i	2.3	x	x	-3%	4%
57) CC(=O)N1Cc2ccccc2C(C)CC12CCCCC2 (stereo not given)
 : 5%	-0.1%	-9	3	3.2%	i	0.5	-9%	1.2	-2%	4%
